Source: PubChem BioAssay
MBNL1 CUG block – inhibitors of human MBNL1 binding to CUG repeat RNA | Potency, µM (series often up to 57.5 µM), for the others: top-dose activity change, negative = inhibition, usual class: inhibitors | Q9NR56 | 0.036% of 280,000 active | AID 2675 | TR-FRET MBNL1-His/biotin-(CUG)12 binding, 665/545 ratio; active = well fitted inhibition curve with a large enough effect in the signal ratio, with a control signal flat, not every such curve was filed as active; inconclusive = small, poorly fitted or top-dose-only effect, or effect the other way, or a change in a side signal; inactive = no such curve, though single readings can be large or run the other way; the % refers to the signal ratio; note: potency is the fitted concentration of half-maximal effect; % is set by controls: 0 for no effect and ±100 for the full control effect
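TR-FRET readout: Ex 340 nm, 665/545 nm emission ratio, normalized to buffer-only (basal) and MBNL1-(CUG)12 controls. Complex of MBNL1-His with Biotin-(CUG)12, compounds 92 nM–58 uM, incubated 60 min at room temperature.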
TRPV1 agonist – human TRPV1 agonism; AID 540275; TRPV1-expressing cells, Fluo-8 calcium influx, agonist mode; 0.19% of 320,000 active; Q8NER1; activation, % at 8.33 µM; in the data active = activation above about 80%; inconclusive = between about 30% and that limit; note: 0% is about no effect
Target sequence (Q8NER1 whole entry, looked up): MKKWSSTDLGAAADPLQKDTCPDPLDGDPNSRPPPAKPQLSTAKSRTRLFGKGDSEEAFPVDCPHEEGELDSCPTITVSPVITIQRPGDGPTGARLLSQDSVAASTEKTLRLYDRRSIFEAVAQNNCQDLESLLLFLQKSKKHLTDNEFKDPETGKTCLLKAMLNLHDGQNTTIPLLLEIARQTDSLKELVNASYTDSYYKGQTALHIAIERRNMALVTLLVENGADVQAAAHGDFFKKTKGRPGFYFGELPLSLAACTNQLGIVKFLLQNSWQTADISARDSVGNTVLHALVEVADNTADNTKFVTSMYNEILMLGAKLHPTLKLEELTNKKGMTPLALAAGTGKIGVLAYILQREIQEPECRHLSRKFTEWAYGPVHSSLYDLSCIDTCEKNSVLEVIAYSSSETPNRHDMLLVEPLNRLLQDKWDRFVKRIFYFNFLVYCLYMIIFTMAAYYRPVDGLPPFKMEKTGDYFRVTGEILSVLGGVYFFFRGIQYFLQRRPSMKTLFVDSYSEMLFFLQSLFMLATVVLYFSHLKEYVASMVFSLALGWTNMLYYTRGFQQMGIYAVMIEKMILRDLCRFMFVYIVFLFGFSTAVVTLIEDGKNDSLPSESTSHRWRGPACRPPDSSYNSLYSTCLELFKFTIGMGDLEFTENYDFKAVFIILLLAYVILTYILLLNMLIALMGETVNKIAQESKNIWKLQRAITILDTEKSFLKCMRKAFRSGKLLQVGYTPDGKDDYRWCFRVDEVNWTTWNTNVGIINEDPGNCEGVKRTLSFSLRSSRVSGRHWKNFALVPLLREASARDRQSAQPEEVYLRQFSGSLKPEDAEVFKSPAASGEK
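Cells expressing TRPV1 were dye-loaded with Fluo-8 and read kinetically: 10 s baseline, 3 min after compound (agonist portion), then 2 min after EC20 capsaicin (allosteric enhancer portion). Calcium-bound dye fluorescence at 480/520 nm.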
A-T KAP1 phos – candidate therapy for ataxia-telangiectasia. […] A-T fibroblasts, KAP-1 phosphorylation AlphaLISA; neocarzinostatin DNA damage 30 min before lysis. Potency, µM (doses to about 57.5 µM), inactives show top-dose activation, hits mostly activators. 0.19% of 320,000 active. AID 485349; note: potency is the fitted concentration of half-maximal effect; % of control where 0% means no effect; nearly all actives have a fitted effect of over 45% in size
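hTERT-immortalized A-T patient fibroblasts ([…]), 500 cells/well in OPTI-MEM, 1% FBS, got compounds for 60 min, then NCS for 30 min at 37C. Lysates were then assayed for phospho-KAP-1 by AlphaLISA (anti-pKAP1 donor, anti-KAP1 acceptor beads), 6 hr at 25C.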
S-ASM inh – blocks human secretory acid sphingomyelinase; placental ASM, HMU-PC fluorogenic substrate, 60 min; P17405; Potency, µM (doses to about 57.5 µM), for the others: at the top dose activity change, negative = inhibition, most hits filed as inhibitors; 0.006% of 340,000 active; AID 504937; note: potency is the fitted concentration of half-maximal effect
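Fluorescence read-out (Ex 386 nm, Em 447 nm) after stopping the reaction at pH 10. Enzyme: ASM from human placenta; substrate HMU-PC0, 9 uM final; 60 min, 37 °C. Compound preincubation 10 min, ambient temperature.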
FBPA coupling cs – coupling enzyme interference in Giardia aldolase counter-screen; coupling enzyme system counterscreen, AmpLite Red fluorescence; activity change, negative = inhibition, % at 58.2 µM, hits read low; 0.67% of 290,000 active; in the data active = activity change below about -30%; note: % is set by controls: 0 for no effect and ±100 for the full control effect
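Fluorescence at 525 nm excitation and 598 nm emission measured inhibition of the coupled detection system without aldolase. Compounds (at 57.5 uM final) were preincubated 10 min at room temperature with coupling enzyme reagent before a 20 min substrate/AmpLite Red step.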
KCNH2 3.1 inh – blocks the human KCNH2 3.1 channel isoform; AID 720553; 0.95% of 340,000 active; activity change, % (tested at about 1.8 µM); U2OS KCNH2 3.1, thallium flux FluxOr; active compounds read low;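 active = maximum activity change below -70%; inconclusive = maximum activity change from -70% to -50%; inactive = maximum activity change above -50%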;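 note: thallium influx rate constant from kinetic fluorescence after stimulation buffer; % is set by controls: 0 for no effect and ±100 for the full control effect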
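Kinetic fluorescence (2 min after stimulation buffer) measures Tl+ influx through KCNH2 3.1 expressed by viral transduction in U2OS cells; the rate constant is normalized against DMSO controls serving as positive and negative references.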
KCNH2 WT inh – blocks the wildtype human KCNH2 potassium channel; 0.37% of 340,000 active; activity change, % at 1.84 µM; U2OS, BacMam KCNH2, thallium flux FluxOr; active compounds read low;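 active = maximum activity change below -70%; inconclusive = maximum activity change between -70% and -50%; inactive = maximum activity change above -50%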; note: % is set by controls: 0 for no effect and ±100 for the full control effect
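U2OS cells were transduced with wild-type KCNH2 virus (2.03 x 10^8 / mL) for 4 h at room temperature, then cultured overnight at 37 C. Thallium flux was read with FluxOr dye. Rate constants were normalized to DMSO controls.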
Integrin act MD – integrin-mediated muscular dystrophy alleviation activation; Potency, µM (doses to about 38.3 µM), without a hit: at the top dose activation, hits mostly activators; 0.064% of 350,000 active; alpha7betagal myoblasts, beta-gal FDG fluorescence, 48 h;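 note: potency is the fitted concentration of half-maximal effect; 100% = response of the positive control SU9516; nearly all actives have a fitted effect of over 60% in size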
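alpha7betagal+/- myoblasts (passage 13, 250/well) treated 48 h at 37C with compounds at 1:260 dilution of DMSO stock. Lysed, then beta-galactosidase activity read as FDG fluorescence (ex 480/em 540) after 30 min, with pre-read for autofluorescence.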
MLL CXXC-DNA inh – MLL CXXC-DNA interaction inhibition; Q03164; AID 2662; MLL-CXXC / FITC-HOXA9 DNA fluorescence polarization; Potency, µM (titrated, usually from 115 µM), without a hit: top-dose activity change, negative = inhibition, actives largely listed as inhibitors; 0.037% of 290,000 active; active = well fitted inhibition curve with a large enough effect in the polarisation, with a control signal flat, not every such curve was filed as active; inconclusive = small, poorly fitted or top-dose-only effect, or effect the other way, or a change in a side signal; inactive = no such curve, though single readings can be large or run the other way; the % refers to the polarisation; note: potency is the fitted concentration of half-maximal effect
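Purified MLL-CXXC (added from a 7 uM solution) was preincubated 5 min at ambient with pinned compounds in 50 mM Tris-HCl pH 7.5, 50 mM NaCl, 1 mM DTT, 0.05% BSA. Fluorescein-labeled HOX-A9 DNA (50 nM solution) followed, 30 min, then polarization read.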
GALK inh – inhibitors of human galactokinase; Potency, µM (top dose mostly 57.5 µM), without a hit: top-dose activity change, negative = inhibition, hits mostly inhibitors; P51570; 0.007% of 270,000 active; Purified GALK, Kinase-Glo residual ATP luminescence; AID 1868; note: potency is the fitted concentration of half-maximal effect; % is set by controls: 0 for no effect and ±100 for the full control effect
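Galactose (100 uM) and ATP (35 uM) were turned over by 5 nM GALK for 1 h at RT. Kinase-Glo Plus then converted the remaining ATP into a luminescent signal.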
Starred values were filed as active, the others as inactive; ? = inconclusive; / = no result given; [ ] = dose if it differs, or a comment. Unless noted, calls come from the whole dose curve; as a rule, active = well fitted curve in the direction sought with a large enough effect; inconclusive = small, poorly fitted or top-dose-only effect, or another doubt; inactive = no such curve, though single readings can be large; an effect the other way counts as inactive or inconclusive.

SMILES | MBNL1 CUG block | TRPV1 agonist | A-T KAP1 phos | S-ASM inh | FBPA coupling cs | KCNH2 3.1 inh | KCNH2 WT inh | Integrin act MD | MLL CXXC-DNA inh | GALK inh
O=C(CCC(=O)N1CCOc2ccc(Cl)cc21)NCCN1CCOCC1 | 9% | -1 | -7% | 0% | 1 | 14 | 2 | 2% | / | /
CSc1nc(C)nc(N/C=C(\C#N)S(=O)(=O)c2ccccc2Cl)n1 | / | 1 | 1% | -1% | 5 | 8 | -12 | -28% | -14% | 5%
Cc1oc2c(CN3CCCCC3)c(O)ccc2c(=O)c1-c1ccc(Br)cc1 | -9% | -2 | -6% | 45%[activator] | 2 | -17 | 6 | ? | 6% | /
C=CCn1c(C)csc1=Nc1ccc(C(C)=O)cc1 | 16% | 12 | -1% | 37%[activator] | -1 | -11 | 5 | -9% | 29% | 2%
COc1ccc(S(=O)(=O)N2CCCC(C(=O)NCc3ccccn3)C2)cc1 (configuration not stated) | 5% | 0 | 7% | 3% | 0 | 8 | 0 | 6% | -4% | 0%
CN1C(=O)C(O)(CC(=O)c2cccs2)c2ccccc21 (configuration not stated) | -8% | -3 | -2% | 3% | 3 | 8 | -1 | -2% | -9% | 11%
CCc1ccc(/C=N/NC(=O)c2cc(C3CC3)nc3ccccc23)s1 | 6% | 8 | 1% | 0% | 0 | 0 | 3 | -15% | -3% | 0%
Cc1ccc(C)c(NC(=O)CSc2nnc(-c3ccccc3)n2N)c1 | 1% | 0 | 1% | -2% | 0 | -5 | -8 | 4% | 2% | 0%
COc1ccccc1N1CCN(C(=O)C2Cc3ccccc3CN2C(=O)c2ccco2)CC1 (configuration not stated) | / | 2 | -2% | 3% | / | -11 | 3 | 16% | / | /
COc1ccc([N+](=O)[O-])cc1NC(=O)CCc1ccccc1 | ? | 1 | -5% | -3% | 0 | -3 | -29 | 3% | -9% | 0%
N#CC1CCN(C(=O)c2ccc3c(Cl)c4c(nc3c2)CCCC4)CC1 | 14% | 2 | -2% | 2% | 2 | 4 | -12 | -63%[inhibitor] | 10% | 3%
Clc1nc(NC2CCCC2)nc(N2CCOCC2)n1 | 0% | 3 | -5% | -2% | 0 | 43 | 4 | 19% | -13% | -1%
Cc1ccc(OCC(=O)NCCCNC(=O)c2ccco2)cc1 | -3% | -6 | 4% | 0% | 9 | -5 | 0 | -8% | 2% | 2%
CCN1CCCC1CNC(=O)CSc1cc(=O)n(CC)c2ccccc12 (configuration not stated) | 8% | -1 | -3% | 2% | -2 | 9 | -4 | 10% | -16% | 1%
CCOc1ccccc1C(=O)n1nc(C)cc1C | -1% | -4 | -6% | 1% | -13 | -2 | 8 | -27% | 1% | 4%
O=C(N/C(=C\c1ccc(Cl)cc1)C(=O)N1CCOCC1)c1ccco1 | 1% | -2 | 4% | 3% | 2 | -20 | 32 | -8% | 1% | -2%
Cc1ccc(N=Cc2c(O)n(-c3cc(Cl)ccc3N3CCOCC3)c(=O)c3ccccc23)cc1C | -3% | ? | -3% | 2% | 0 | -6 | -10 | 11% | 15% | 1%
O=C(CNC(=O)C(c1ccccc1)c1ccccc1)OCc1ccccc1 | -5% | 12 | 9% | 1% | -1 | -3 | 1 | 8% | 3% | 5%
COc1ccc(OCCNc2cc(Cl)ccc2[N+](=O)[O-])cc1 | 12% | -2 | 1% | -11% | -4 | 0 | -4 | 57% | 28% | 1%
Cc1cc(N/C=C/C(=O)c2ccccc2)ccc1Br | -4% | ? | 4% | 32% | 3 | 15 | -3 | 23% | 17% | 4%
CCCC(C)c1nnc(NC(=O)C2CC(=O)N(CCc3ccc(F)cc3)C2)s1 (configuration not stated) | -10% | 1 | -2% | -1% | 0 | -7 | 2 | 0% | 4% | 0%
Cn1nnc2cc(C(=O)NCc3ccc4c(c3)OCO4)ccc21 | -1% | -1 | 5% | 3% | 1 | 7 | 4 | -5% | 7% | -1%
O=C(O)COc1ccccc1/C=N/NC(=O)CN1CCN(Cc2ccc(Cl)cc2)CC1 | -10% | 1 | 3% | 1% | 2 | -44 | 9 | -15% | 9% | -3%
O=C(COC(=O)COc1ccccc1)NCCC1=CCCCC1 | / | 26 | 12% | 3% | / | -9 | -30 | ? | / | /
NNC(=O)COc1ccc(C2SCCS2)cc1 | -11% | 21 | 1% | 4% | 2 | -16 | -4 | 3% | 2% | -2%
COCCNC(=O)C(c1ccc(C)cc1)N(C(=O)CCC(=O)Nc1ccccn1)C1CCCCC1 (configuration not stated) | -3% | 2 | -3% | 29% | 4 | -2 | 2 | -19% | 6% | 4%
Cc1ccc(-c2csc3ncnc(SCC(=O)Nc4nnc(C)s4)c23)cc1 | 26% | 0 | 3% | -1% | 16 | -3 | -28 | 3% | 7% | -5%
O=C(Oc1ccccc1)c1cccc(N2C(=O)CCC2=O)c1 | -1% | 1 | 3% | -2% | -1 | 2 | -4 | 16% | -9% | -1%
CN(Cc1ccccc1)C(=O)c1ccc(NC(=O)Cc2ccc(NC(=O)C3CCN(C(=O)C4CCCC4)CC3)cc2)cc1 | / | / | / | -2% | / | -35 | 1 | 7% | / | /
CC1Cc2cccc3ccc(=O)n(c23)C1 (configuration not stated) | / | / | / | 7% | / | -9 | -9 | 20% | / | /
CN(Cc1nc(Cc2ccccc2F)no1)Cc1cccc2ncccc12 | 6% | 13 | 1% | 2% | 2 | -10 | 10 | 7% | -3% | -2%
N#CC(=C1Nc2ccccc2N1)S(=O)(=O)c1ccccc1 | -2% | 0 | -7% | -2% | 6 | 10 | 2 | 6% | -5% | -1%
C/[N+]([O-])=C/c1c(OCc2ccc(Cl)cc2Cl)ccc2ccccc12 | 0% | -1 | -2% | -2% | 0 | -8 | -1 | 13% | 5% | 0%
CN1CCN(CCc2nc3cc(NC(=O)COc4ccccc4)ccc3n2C)CC1 | 5% | -1 | 2% | 3% | 5 | -6 | 1 | -13% | 14% | 0%
COc1ccc(C(=O)Nn2c(SCC(=O)c3ccc(Cl)cc3)nc3ccccc3c2=O)cc1 | 7% | 25 | -4% | -12% | 4 | -27 | 4 | -7% | 8% | 1%
Cc1cc(C)cc(N(CC(=O)NCCSCc2ccccc2)S(C)(=O)=O)c1 | -3% | 0 | -1% | 2% | 1 | -3 | -1 | 0% | 3% | 6%
Cc1ccc(S(=O)(=O)CCC(=O)Nc2nc(-c3cccnc3)cs2)cc1 | 8% | -2 | 10% | -2% | -3 | 3 | -3 | -13% | 16% | -3%
COc1ccc(CCn2nc(C)c([N+](=O)[O-])c2C)cc1 | 11% | 2 | -1% | 1% | 4 | -7 | -12 | 20% | 13% | -3%
CC(C)C(NC(=O)C1CCCCC1)C(=O)N1CCN(c2ccc(F)cc2)CC1 (configuration not stated) | 4% | 0 | -3% | 0% | -2 | -5 | -3 | 0% | ? | 0%
Nc1nc(F)cc(NCc2ccccc2)n1 | -2% | 1 | -1% | -4% | 0 | -5 | -12 | -10% | 14% | -1%
COc1ccc(OC)c(C2(O)CSC(=Nc3cccnc3)N2Cc2ccco2)c1 (configuration not stated) | -2% | 29 | -5% | -4% | -3 | -5 | 5 | 18% | 3% | 4%
COc1ccc(C(=O)Nc2ccnn2C2CCN(C(=O)C3CCOC3)CC2)cc1 (configuration not stated) | -4% | -3 | -1% | 0% | 1 | -3 | -5 | ? | -2% | -4%
CCCSCCCNC(=O)c1cc2c(s1)CS(=O)(=O)C2 | 0% | 5 | -2% | -2% | -4 | -3 | 0 | -2% | -16% | 2%
NNC(=O)CCN1CCN(Cc2ccccc2)CC1 | -1% | 3 | 9% | 0% | -2 | -22 | -9 | 23% | ? | 3%
COc1ccc(OCc2cc(C(=O)N(Cc3nccn3C)C(C)C)no2)c2ccccc12 | 11% | 5 | 6% | 0% | -25 | 8 | 29 | -17% | 2% | -5%
COc1cc(Cl)c(C)cc1NC(=O)CSc1ccc(C)cc1 | 6% | 13 | 19% | -7% | 0 | -11 | 2 | -6% | -8% | -2%
CN(CC(=O)Nc1ccc(Cl)cc1)C(=O)Cc1c(F)cccc1Cl | -5% | 1 | -1% | 2% | / | 4 | 11 | -9% | 0% | -2%
CC(C)(C)C(=O)/C=C/Nc1ccccc1O | 13% | 10 | -5% | 1% | -4 | -15 | -19 | -24% | -1% | -2%
CC1CCN(C(=O)c2[nH]cnc2C(=O)N[C@@H](CCCCNC(=O)OC(C)(C)C)C(=O)OC(C)(C)C)CC1 | -2% | -4 | 10% | -1% | 7 | -1 | 62 | 26% | -5% | -2%
